# UHRF1 MBD2 ctr: human UHRF1 methylated DNA binding inhibitors | UHRF1 binding to methylated oligo, TR-FRET | 370,000 tested, 0.75% active | AID 687016 | inhibition, % at 4.4 µM | Q96T88; in the data active = inhibition above about 21%;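 also: UHRF1 SRA domain binding a hemimethylated CpG hairpin DNA probe; 0% = median of test compound wells and 100% = reference inhibitor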
# LEDGF integ inh: blocks HIV-1 LEDGF/p75-dependent DNA integration. inhibition, % at 3.7 µM. TR-FRET IN-LEDGF/p75 DNA integration, Eu/Cy5. 370,000 tested, 0.64% active;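 active = inhibition above the screen-wide mean plus 3 SD, cut at about 13% in these data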;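 also: signal is the Cy5 over europium emission ratio at 671 and 618 nm; 0% = plate median of compound wells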
# SIAE primary: human SIAE inhibition, primary screen; Q9HAT2; SIAE FP-Rh probe binding, fluorescence polarization; inhibition, % at 9.66 µM; 370,000 tested, 0.69% active; AID 1053197;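 active = inhibition above a cutoff: mean of compounds within the control limits plus 3 SD of those, cut at about 17% in these data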;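 also: 0% = plate median of compound wells and 100% = probe without SIAE protein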
# MBD2 DNA inh: MBD2-methylated oligo binding inhibition; 370,000 tested, 0.31% active; AID 686964; Q9UBB5; inhibition, % at 4.4 µM; TR-FRET, MBD2 binding to methylated oligonucleotide; in the data active = inhibition above about 13%
# Target sequence (Q9UBB5 whole entry, looked up): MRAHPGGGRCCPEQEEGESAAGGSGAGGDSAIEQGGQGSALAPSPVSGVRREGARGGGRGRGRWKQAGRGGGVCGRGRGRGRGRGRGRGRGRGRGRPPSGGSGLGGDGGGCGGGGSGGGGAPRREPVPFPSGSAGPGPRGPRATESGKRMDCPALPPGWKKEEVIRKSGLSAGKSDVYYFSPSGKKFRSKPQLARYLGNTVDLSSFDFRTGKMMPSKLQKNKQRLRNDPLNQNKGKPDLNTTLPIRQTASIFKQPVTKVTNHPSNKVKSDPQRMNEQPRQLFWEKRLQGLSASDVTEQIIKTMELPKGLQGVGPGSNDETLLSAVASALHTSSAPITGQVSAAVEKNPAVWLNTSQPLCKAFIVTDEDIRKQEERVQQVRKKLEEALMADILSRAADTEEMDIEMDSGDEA
# DDE Tn6 FP inh: DD(E)-Tn6 binding inhibition, primary FP screen | P02675 | Fibrin DD(E) TRITC-Tn6 fluorescence polarization displacement | inhibition, % at 8.3 µM | 370,000 tested, 0.21% active;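 active = inhibition above a per-campaign cutoff: mean of compounds within control limits plus 3 SD, cut at about 15% in these data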;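 also: 0% = median of all compound wells on the plate and 100% = blocking peptide control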
# TCR CD3 inh: inhibitors of human TCR-CD3 interaction; AID 651800; 360,000 tested, 0.37% active; inhibition, % at 9.4 µM; TAMRA-labeled TCR probe fluorescence, biochemical; in the data active = inhibition above about 19%;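 also: recombinant mutant TCR 2C K166C tagged with TAMRA read by polarization; 0% = receptor in buffer alone and 100% = receptor with positive control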
# PRMT1 FP inh: PRMT1 (human) inhibition, primary screen | recombinant PRMT1, activity-based probe fluorescence polarization | inhibition, % at 2.79 µM | 370,000 tested, 1.3% active;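 active = inhibition above about 21% made by adding two undisclosed values, limit read from the data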
# DDE Tn7 FP inh: disrupts Tn7 cyclic peptide binding to fibrin D-Dimer-E complex; inhibition, % at 8.3 µM; 370,000 tested, 0.13% active; FP displacement of FITC-Tn7 peptide from fibrin DD(E); 0% = median of compound wells per plate;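 active = inhibition above the mean of compounds falling within the control limits plus 3 SD of them, cut at about 14% in these data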;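 also: 0% = plate median of compound wells and 100% = 10 µM Aha-Tn7 peptide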
#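 Test system: human clot-derived fibrin DD(E) complex / Quantity: 2 µM final DD(E) protein / Incubation: 10 min plus 3 h, room temperature / Measured by: fluorescence polarization / Benchmarks: high control of 10 µM Aha-Tn7 peptide / Replicates: singlicate testing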
# KLK7 zymogen act: activators of human kallikrein-7 zymogen | P49862 | purified proKLK7, EDANS-DABCYL substrate fluorescence; 100% is mature enzyme control, 0% vehicle | activation, % at 7 µM | 370,000 tested, 0.9% active | AID 652039;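 active = activation above the mean of all tested compounds plus 3 SD, computed per campaign excluding outliers beyond control limits, cut at about 13% in these data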
# Target sequence (P49862 whole entry, looked up): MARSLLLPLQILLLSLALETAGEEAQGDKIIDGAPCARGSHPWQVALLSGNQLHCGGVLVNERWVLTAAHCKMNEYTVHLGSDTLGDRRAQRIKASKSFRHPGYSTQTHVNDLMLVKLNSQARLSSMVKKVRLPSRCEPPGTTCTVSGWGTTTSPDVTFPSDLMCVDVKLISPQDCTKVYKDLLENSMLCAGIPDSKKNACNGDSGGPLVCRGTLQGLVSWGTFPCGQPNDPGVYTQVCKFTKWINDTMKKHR
# TDP2 inh: TDP2 (human) inhibition, absorbance primary screen. 370,000 tested, 0.34% active. recombinant TDP2, T5PNP hydrolysis, p-nitrophenol absorbance 415 nm. O95551. inhibition, % at 12.8 µM;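 active = inhibition above the mean of all tested compounds plus 3 SD, set per campaign, cut at about 25% in these data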;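 also: 0% = DMSO with enzyme and 100% = buffer with substrate but no TDP2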
# Target sequence (O95551 whole entry, looked up): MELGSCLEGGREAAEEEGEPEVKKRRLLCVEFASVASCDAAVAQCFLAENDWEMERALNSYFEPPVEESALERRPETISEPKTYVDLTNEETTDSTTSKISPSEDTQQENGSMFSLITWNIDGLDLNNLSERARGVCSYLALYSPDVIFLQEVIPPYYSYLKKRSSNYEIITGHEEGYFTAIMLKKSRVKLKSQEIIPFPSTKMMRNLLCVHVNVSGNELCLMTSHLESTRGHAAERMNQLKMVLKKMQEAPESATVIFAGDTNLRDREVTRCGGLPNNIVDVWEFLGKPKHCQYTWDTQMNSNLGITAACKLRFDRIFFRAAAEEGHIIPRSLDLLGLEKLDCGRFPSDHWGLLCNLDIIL
#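 Assay system: recombinant human TDP2 / Reagent: T5PNP substrate at 5 mM, a TopII-DNA adduct mimic / Measured by: epi absorbance from released p-nitrophenol / Evaluation: % inhibition relative to enzyme-containing and enzyme-free wells / Control set: enzyme-free and DMSO wells / Replicates: each compound tested once, singlicate / Schedule: enzyme reaction with compound for 2 h at 37 °C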
# * = called active by the depositor; x = no result given.
SMILES,UHRF1 MBD2 ctr,LEDGF integ inh,SIAE primary,MBD2 DNA inh,DDE Tn6 FP inh,TCR CD3 inh,PRMT1 FP inh,DDE Tn7 FP inh,KLK7 zymogen act,TDP2 inh
Cc1cc2c(cc(C(=O)NCc3cccnc3)n2Cc2ccc(Cl)cc2)o1,-2,3,3,0,-2,6,7,-6,-0.2,-8
O=C1CC2(CCN(C(=O)C(=O)c3c[nH]c4ccccc34)CC2)Oc2ccccc21,2,2,2,4,6,10,2,4,0.6,-4
CCOC(=O)C1=NNC2C(=O)N(C3CCCCC3)C(=O)C12 (stereo not drawn),8,4,1,4,2,-9,1,0,-0.4,7
CC(=O)Oc1ccccc1C1=NN(C(C)=O)C(c2ccccc2)C1 (stereo not drawn),6,6,2,2,-3,-1,0,-5,1.1,-4
CC1CCCN(S(=O)(=O)c2ccc(C(=O)Nc3nnc(-c4ccncc4)o3)cc2)C1 (stereo not drawn),-4,-2,-5,-2,1,1,1,2,0.1,-8
O=C(CCn1c(=O)oc2ccccc21)N1CCOCC1,-2,2,-2,3,-1,3,-2,-3,-0.4,-8
CCN(C(=O)COC(=O)C(c1ccccc1)c1ccccc1)c1c(N)n(Cc2ccccc2)c(=O)[nH]c1=O,0,-5,13,3,-2,-3,-2,8,-0.6,-2
Cc1cc2c(c(=O)n1Cc1cccnc1)C(c1ccc(F)cc1)C(C#N)=C(N)O2 (stereo not drawn),-1,-1,-3,-6,6,5,-5,0,-1.1,-10
Fc1ccc(COc2cccc(CNCc3ccncc3)c2)cc1,0,-7,10,38*,-2,-3,5,5,0.3,-3
O=C(c1cccc(N2C(=O)C3CC=CCC3C2=O)c1)N1CCN(c2ccccc2)CC1 (stereo not drawn),6,7,4,-7,2,-4,9,3,0.2,-7
COc1cccc(CN(C)CCCn2cnc3c(SC)ncnc32)c1,0,-6,4,-5,-1,-5,5,-2,-0.3,-6
Cc1ccc(C(=O)N/C(=C/c2cccs2)C(=O)N2CCCCC2)cc1,0,33*,3,2,3,7,-1,-3,0.3,2
CC1(C)CC(NC(=O)C2CCCCC2C(=O)O)CC(C)(C)N1 (stereo not drawn),-1,2,-9,1,3,6,-4,3,-0.5,0
O=C(CCc1ccccc1)N[C@H]1[C@H](OC(=O)c2cnccn2)CCC[C@]12C(=O)N(Cc1ccccc1)c1ccccc12,1,2,1,1,-3,x,1,12,-0.2,-6
Cc1sc2ncnc(N3CCC(C(=O)Nc4nc(-c5ccc(F)cc5)cs4)CC3)c2c1C,-3,4,1,-2,-10,6,-4,-2,0.4,23
Cc1cccc(OCc2nnc(N)s2)c1C,-2,-4,-2,1,1,1,2,0,-0.7,0
COc1cccc(/C=C/C(=O)Nc2cccc(C(C)=O)c2)c1OC,1,5,-14,-8,-7,-1,-3,-1,-0.4,-10
COc1ccccc1C(=O)NNC(=O)C(=O)NC(C)C,0,2,2,1,3,8,-1,-2,0.1,-2
CCCn1cc(CN2CCC(Oc3ccc(C(=O)N4CCCC4)cc3)CC2)c(C)n1,-1,5,-4,-3,0,11,-1,1,0.5,3
COC(=O)[C@]12C[C@H](CC(=O)NCCc3ccccc3OC)C(=O)N(Cc3cccc4ccccc34)C1=C[C@H](C(C)(C)C)O[C@@H]2C,-4,5,-8,2,-4,x,-8,-10,-0.6,2
Cc1cc(N2CCN(c3ccccc3)CC2)nc(N)n1,1,1,3,-4,1,-3,-4,-3,0.5,-3
CCc1nc2ccc(C(=O)N3CCN(C(=O)c4ccco4)CC3)cn2c1N(CC)CCOC,-1,-1,5,4,-3,4,0,9,0.2,0
CCCCCCC(=O)NNC(=O)c1c(O)c2ccccc2n(CCC)c1=O,-3,-1,-4,3,-1,9,0,-1,0.2,6
COc1cc(/C=C/C(=O)O)cc(S(=O)(=O)Nc2ccc3[nH]c(=O)[nH]c3c2)c1OC,0,-1,-7,1,7,4,-5,-4,0.1,-6
CCOC(=O)c1c(O)c2ccccc2n(CC)c1=O,5,2,-7,1,-5,7,-3,-3,-0.9,-8
COc1ccc(-c2cc3nc(NCc4ccc(C)cc4C)n(C)c(=O)c3s2)cc1OC,2,4,-4,2,-7,-9,-3,-7,-1.2,-11
COc1cc(C(=O)NCCSc2ccc(F)cc2)cc(OC)c1OC,1,3,-6,0,2,0,-3,-4,0.1,-11
CC(/C=N/NC(=O)c1cc(-c2cccnc2)nc2c1c(C)nn2-c1ccccc1)=C\c1ccccc1,-4,-1,-18,1,3,5,-2,-6,-0.7,-14
CCOC(=O)C1CCN(c2c(NCc3ccc(C(=O)NC(C)CC)cc3)c(=O)c2=O)CC1 (stereo not drawn),0,-1,3,7,4,4,0,0,0.2,-5
CCOC(=O)c1c(C)[nH]c(C(=O)OCC(=O)Nc2cc(C)c(Cl)cc2OC)c1C,5,-4,-4,11,-1,-6,3,0,-0.4,-5

# Three compounds already listed, sorted by length of the SMILES, descending.
SMILES,UHRF1 MBD2 ctr,LEDGF integ inh,SIAE primary,MBD2 DNA inh,DDE Tn6 FP inh,TCR CD3 inh,PRMT1 FP inh,DDE Tn7 FP inh,KLK7 zymogen act,TDP2 inh
CCOC(=O)c1c(C)[nH]c(C(=O)OCC(=O)Nc2cc(C)c(Cl)cc2OC)c1C,5,-4,-4,11,-1,-6,3,0,-0.4,-5
COc1cc(C(=O)NCCSc2ccc(F)cc2)cc(OC)c1OC,1,3,-6,0,2,0,-3,-4,0.1,-11
Cc1cccc(OCc2nnc(N)s2)c1C,-2,-4,-2,1,1,1,2,0,-0.7,0

# Continuation.
SMILES,UHRF1 MBD2 ctr,LEDGF integ inh,SIAE primary,MBD2 DNA inh,DDE Tn6 FP inh,TCR CD3 inh,PRMT1 FP inh,DDE Tn7 FP inh,KLK7 zymogen act,TDP2 inh
Nn1cnnc1N/N=C/c1cc([N+](=O)[O-])c(Cl)cc1Cl,2,8,-5,3,-6,-5,5,-3,0.0,40*
COc1ccc(CN2CCN(CCCc3ccccc3)C(CCO)C2)cc1OC (stereo not drawn),2,-3,-3,-3,5,4,-1,0,0.0,-3
COc1ccc(C(=O)NCc2ccccn2)cc1,-1,0,5,3,1,3,-4,7,0.2,5
CCN(CC)S(=O)(=O)c1ccc(Cl)c(C(=O)NC)c1,2,0,8,-2,6,-2,2,2,-0.8,-8
Cc1ccc(NN=Nc2nc3c([nH]2)c(=O)n(C)c(=O)n3C)cc1,0,1,5,2,-6,-5,2,1,0.2,0
CCN(CC)CCSc1nnc(Nc2ccccc2)n1-c1ccccc1,3,-6,-4,4,-1,-4,1,-3,-0.5,-6
Cc1cc(C)c(NC(=O)CN)c(C)c1,16,1,-7,-1,-4,3,-5,0,-0.3,-12
Nc1nccnc1C(=O)OCC(=O)NNC(=O)c1ccccc1,-2,2,3,-5,-2,16,3,4,-6.0,0
NC(=O)NC(=O)C(Nc1ccc2c(c1)CCC2)c1ccccc1 (stereo not drawn),-2,1,3,-4,-6,-1,4,3,0.1,-5
CCC(C)Nc1nc(Cl)nc(NCCOc2ccccc2)n1 (stereo not drawn),2,2,3,0,9,9,-1,1,1.2,8
CCOC(=O)Cn1nc(C)c(NC(=O)COc2ccc([N+](=O)[O-])c(C)c2)c1C,-1,-1,0,1,6,2,2,9,0.0,0
CCN(CC)CCN(C(=O)/C=C/c1cccs1)c1nc2ccc(F)cc2s1,6,3,-9,7,-5,9,4,1,-11,-12
CCCCCNC(=O)c1ccc(NS(=O)(=O)c2ccc3[nH]c(=O)[nH]c3c2)cc1,1,1,-15,2,1,1,3,0,0.1,1
O=C(COC(=O)/C=C/c1ccc(OC(F)F)cc1)NC1CCCCCC1,4,-5,1,-2,4,-5,1,-5,-0.1,-5
O=C(NC1CCCc2ccccc21)c1c(F)cccc1Cl (stereo not drawn),-2,5,-19,-3,1,1,0,-4,0.1,20
COc1ccc(Cl)cc1NC(=O)CN(C)C1CCCCC1,1,0,-4,-2,6,-6,-2,-3,-0.3,-2
COCCCNc1ncnc2c1cnn2-c1ccc(C)cc1C,0,0,-3,1,0,-1,0,2,-0.4,4
CCCCCn1c(=O)[nH]c2cc(C(=O)N3CCN(c4ccc(F)cc4)CC3)ccc2c1=O,3,-4,-2,-1,-8,-3,1,1,-0.3,-8
CCNC(=O)C1(C)CCN(Cc2ccc(C(F)(F)F)cc2)C1 (stereo not drawn),0,3,-4,0,-4,6,0,-2,0.3,-1
O=C(CN1CCN(c2ccc(C(F)(F)F)cn2)CC1)Nc1ccc2c(c1)OCO2,2,3,5,0,5,-1,-5,3,-0.5,-2
O=C(NCCCN1CCCC1=O)c1cc(=O)c2ccccc2o1,-2,-1,-2,-4,1,3,3,1,-0.6,1
CCOc1cccc(C(=O)Nc2nccs2)c1,1,0,0,1,-3,-10,-2,1,0.1,-3
Cc1c(C(=O)c2ccc(Cl)cc2[N+](=O)[O-])c2ccccn2c1CCC#N,-5,3,1,-1,1,3,-1,-5,-0.3,-13
O=C(NCc1ccco1)Nc1c(Cl)cc(Cl)cc1Cl,0,12,0,-3,-1,-1,-4,-7,-0.2,1
Cc1cc(=O)oc(C)c1C(=O)NCCN(C)Cc1ccccc1,2,-4,5,0,-2,0,3,-1,-0.1,-8
C=C(C)Cn1c(N2CCCC2)nc2c1c(=O)n(C)c(=O)n2C,-1,-3,2,-1,-1,5,1,-2,-0.3,6
O=C(O)CCCCCNC(=O)/C=C/c1ccco1,-1,-2,1,4,9,-4,0,3,-0.8,8
Cc1c(Cl)cccc1NC(=O)CSc1ccc(-c2cccnc2)nn1,1,0,-1,0,11,-1,-3,-5,-0.3,10
COc1cc(C(=O)N2CCCC(c3cc(C(=O)NCc4ccccc4)no3)C2)cc(OC)c1C (stereo not drawn),-1,-1,-3,-1,8,-3,-5,6,-0.4,-1
CN1CCN(C(=S)Nc2ccc(Cl)cc2)CC1,2,0,1,7,1,-2,0,3,-0.1,-13
COc1cccc(C(c2sc3ncnn3c2O)N2CCN(C(=O)c3ccco3)CC2)c1 (stereo not drawn),1,2,-5,-2,-5,6,1,1,-0.3,-10
O=C(CNC(=O)c1ccccc1)NCC(=O)OCC(=O)c1ccc([N+](=O)[O-])cc1,-4,1,-6,2,-1,6,35*,-6,0.1,1
COc1ccc(C(CNC(=O)c2ccccc2C)N2CCCC2)cc1 (stereo not drawn),1,-5,-9,4,-4,-1,-2,9,-0.4,-10
CN(C)/C=N/NC(=O)C1Cc2c(ccc3ccccc23)O1 (stereo not drawn),2,2,1,-3,4,6,2,-2,-0.2,7
CCC1CN(C(=O)NCc2ccc(F)cc2)c2ccccc2O1 (stereo not drawn),1,2,0,-1,-2,-4,-2,-1,0.5,1
C/C(Cl)=C/Cc1c(C)[nH]c2c(ccc3ccccc32)c1=O,2,-3,-2,0,4,-6,4,-1,-0.9,-4
CC1=NOC(=O)/C1=C\c1ccc(-c2ccc(Cl)c(C(=O)O)c2)o1,28*,7,4,5,-2,-4,10,0,0.8,-19
O=C(NCc1ccccn1)C1CN(S(=O)(=O)c2ccccc2)CCN1S(=O)(=O)c1ccccc1 (stereo not drawn),0,1,2,-1,7,-1,-3,7,0.3,4

# Source: PubChem BioAssay
